MCL1-BIM inh = inhibitors of MCL1 binding to BIM-BH3, primary screen, biochemical, fluorescence polarization; actives 0.68% (n = 320,000); Induced myeloid leukemia cell differentiation protein Mcl-1 (Homo sapiens), Q07820; GST-MCL1 / FITC-Bim-BH3 fluorescence polarization; inhibition, % at 10.9 µM;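 active means inhibition above the mean inhibition of all tested compounds plus 3 SD, set per campaign, cut at about 40% in these data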;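 further: 0% = DMSO wells and 100% = unlabeled Bim-BH3 peptide control; higher means more loss of mP so more displacement of Bim peptide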
pPAFAH FP inh = pPAFAH enzyme inhibitors, primary screen, biochemical, fluorescence polarization, human; Platelet-activating factor acetylhydrolase (Homo sapiens), Q13093; recombinant pPAFAH, FP-rhodamine probe fluorescence polarization; inhibition, % at 3.39 µM; actives 1.5% (n = 330,000); AID 463082, 2010;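 active means inhibition above the mean inhibition across the screen plus 3 SD, cut at about 25% in these data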;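 further: inhibitors block binding of the rhodamine activity-based probe so polarization drops; 0% = enzyme with DMSO and 100% = wells lacking pPAFAH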
Target sequence (Q13093 whole entry, looked up): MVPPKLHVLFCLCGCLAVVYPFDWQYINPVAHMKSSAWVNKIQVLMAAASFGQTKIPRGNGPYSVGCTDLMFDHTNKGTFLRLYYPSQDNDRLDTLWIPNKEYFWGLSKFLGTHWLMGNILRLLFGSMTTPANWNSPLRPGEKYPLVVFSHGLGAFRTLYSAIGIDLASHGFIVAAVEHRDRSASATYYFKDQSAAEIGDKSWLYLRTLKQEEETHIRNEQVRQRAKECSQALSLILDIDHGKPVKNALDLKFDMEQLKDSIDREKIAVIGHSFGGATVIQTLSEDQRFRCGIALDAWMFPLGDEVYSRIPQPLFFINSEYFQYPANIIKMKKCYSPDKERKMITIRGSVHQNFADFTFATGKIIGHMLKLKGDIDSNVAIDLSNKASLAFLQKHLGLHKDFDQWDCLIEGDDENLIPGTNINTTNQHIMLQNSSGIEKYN
MEX-5 binding = MEX-5 zinc finger RNA-binding disruptors – biochemical, C. elegans, fluorescence polarization, MLPCN library, primary screen; AID 1832, 2009; MEX-5/FITC-TCR2 RNA binding; stronger effect = lower value; actives 0.38% (n = 300,000); activity score (negative = inhibition of binding), % at 10 µM;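 active means inhibition past about -25% in most replicates, and total fluorescence under double the plate's negative control median, limit read from the data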;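 further: 0% = DMSO and -100% = 5 µM competing unlabeled TCR2 RNA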
BCLXL inh = inhibitors of human Bcl-xL, primary screen, biochemical, fluorescence polarization, HTS. actives 0.7% (n = 320,000). inhibition, % at 10.9 µM. GST-Bcl-xL / FITC-Bim BH3 peptide fluorescence polarization. AID 2129, 2009;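 active means inhibition above the mean of all tested compounds plus 3 SD, cutoff set per campaign, cut at about 30% in these data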;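 further: 0% = DMSO wells and 100% = unlabeled Bim-BH3 peptide competitor; inhibitors lower millipolarization by displacing the labeled peptide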
Fam108B counter = mouse Fam108B serine hydrolase inhibitors, primary screen, counter-screen for RBBP9 inhibitor project, biochemical, fluorescence polarization. inhibition, % at 9.51 µM. AID 1947, 2009. actives 0.33% (n = 300,000). recombinant Fam108B, FP-Rh probe fluorescence polarization;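 active means inhibition above the screen mean inhibition plus 3 SD, computed separately per campaign, cut at about 18% in these data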;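 further: inhibitors lower polarization as less probe binds the enzyme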
PME-1 primary = PME-1 inhibitors via competitive probe labeling, primary screen, biochemical, fluorescence polarization, FP-Rh probe, HTS; recombinant PME-1; actives 0.53% (n = 320,000); inhibition, % at 5.9 µM; Protein phosphatase methylesterase 1 (Homo sapiens), Q9Y570;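 active means inhibition above the campaign mean of all compounds plus 3 SD, cut at about 26% in these data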;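 further: competitive labeling of PME-1 active site by serine hydrolase directed probe; 0% = PME-1 with DMSO and 100% = wells lacking PME-1 enzyme; inhibitors block probe labeling so polarization falls and inhibition rises; many of its hits are not listed in these tables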
PAFAH1B2 FP inh = PAFAH1B2 enzyme inhibitors, primary screen, biochemical, fluorescence polarization, human. Platelet-activating factor acetylhydrolase IB subunit alpha2 (Homo sapiens), P68402. AID 492953, 2010. actives 1.2% (n = 340,000). recombinant PAFAH1B2, FP-rhodamine activity probe. inhibition, % at 3.39 µM;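 active means inhibition above the mean of all tested compounds plus 3 SD, cut at about 24% in these data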;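 further: 0% = enzyme with DMSO and 100% = wells lacking PAFAH1B2; many of its hits are not listed in these tables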
GLD-1 RNA inh = GLD-1/TGE RNA complex disruptors, primary screen, biochemical, fluorescence polarization. Female germline-specific tumor suppressor gld-1 (Caenorhabditis elegans), Q17339. purified GLD-1 + fluorescein TGE RNA. inhibition, % at 5.96 µM. actives 0.44% (n = 320,000). AID 2280, 2010;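 active means percent inhibition above a per-plate cutoff, the plate mean of test compounds plus 3 SD, cut at about 30% in these data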;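 further: 0% = DMSO wells with GLD-1 and probe and 100% = wells lacking GLD-1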
Target sequence (Q17339 whole entry, looked up): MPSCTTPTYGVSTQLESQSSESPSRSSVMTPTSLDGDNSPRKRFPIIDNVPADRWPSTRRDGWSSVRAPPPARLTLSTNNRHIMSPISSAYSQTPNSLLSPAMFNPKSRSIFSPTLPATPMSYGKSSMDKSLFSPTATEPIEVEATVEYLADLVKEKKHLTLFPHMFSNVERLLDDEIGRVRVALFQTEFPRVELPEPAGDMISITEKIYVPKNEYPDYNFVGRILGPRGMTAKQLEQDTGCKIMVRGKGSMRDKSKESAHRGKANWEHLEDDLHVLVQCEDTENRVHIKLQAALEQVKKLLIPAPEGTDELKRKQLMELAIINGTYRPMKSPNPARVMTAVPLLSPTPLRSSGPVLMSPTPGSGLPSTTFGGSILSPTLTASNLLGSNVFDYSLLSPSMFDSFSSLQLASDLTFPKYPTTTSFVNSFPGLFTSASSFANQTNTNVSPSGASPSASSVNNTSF
AHR act = AHR activators, primary screen, cell-based, luminescence, luciferase reporter, human; Aryl hydrocarbon receptor (Homo sapiens), P35869; AID 2796, 2010; AHR-responsive luciferase reporter cells; actives 2.5% (n = 320,000); activation, % at 5 µM; in the data active means activation above about 47%;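 further: 0% = vehicle wells and 100% = reference agonist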
An asterisk follows results filed as active; nt = no result given. The list is partial (hit frequency here may not be typical).

SMILES	MCL1-BIM inh	pPAFAH FP inh	MEX-5 binding	BCLXL inh	Fam108B counter	PME-1 primary	PAFAH1B2 FP inh	GLD-1 RNA inh	AHR act
CCOc1ccc(NC(=S)Nc2cccc3ccccc23)cc1	11	2	1.6	7	-6	5	3	-4	66*
Cc1ccc(-c2nnc(NCc3nc4ccccc4[nH]3)c3ccccc23)cc1S(=O)(=O)N1CCCCC1	10	-12	4.7	6	-33	-35	-21	-5	26
N#Cc1ccsc1NC(=O)CN1CCN(c2ccc(O)cc2)CC1	7	20	-0.1	11	8	-3	3	3	3
O=C(Nc1cc(C(F)(F)F)ccc1Cl)C(=O)N1CCCCC1	4	5	nt	5	0	-5	-3	4	4
Brc1ccc(-c2nc3ccccc3s2)s1	3	-3	-1.1	2	-3	-4	-9	-3	17
CC(C)(C)C(=O)NC(=S)N1CCOCC1	6	8	-1.3	0	0	1	0	-4	1
Cn1nccc1C(=O)N1CCCC(C(=O)c2ccc(Oc3ccccc3)cc2)C1 (stereo not given)	6	17	0.3	2	3	5	2	-1	4
CC(C)(C)c1ccc(S(=O)(=O)CC(O)CSc2nc3c(cc2C#N)CCCC3)cc1 (stereo not given)	0	9	0.7	0	-9	2	8	1	1
COc1ccc2oc(C(=O)OCC(=O)N(C)c3ccccc3)c(C)c2c1	-2	5	-2.8	-2	3	1	6	10	3
COC(=O)Cn1nc(-c2ccc(C)cc2)c2ccccc2c1=O	4	5	4.4	3	0	0	6	2	0
COc1ccc(C(=O)NCc2ccccc2)cc1Br	-15	-8	-1.4	-6	-6	-7	8	5	-1
O=S1(=O)c2cccc3cccc(c23)N1Cc1ccc(-c2nnco2)cc1	6	-5	3.1	4	-3	1	3	2	4
C=CCN(C(=O)CCc1ccccc1OC)c1nc(-c2ccc(S(C)(=O)=O)cc2)cs1	-24	14	-1.5	-12	-10	-10	2	-9	24
COc1ccc(CN(C)C(=O)c2cc(-c3ccccc3)nc3ccc(C)cc23)c(OC)c1OC	-3	2	1.4	3	0	5	2	1	10
Cc1cc(C)cc(C(=O)N2CCC3(CC2)NCCc2[nH]cnc23)c1	-5	-1	2.7	0	-5	3	8	3	6
CN1CCN(S(=O)(=O)c2cccc(C(=O)Nc3ccccc3N3CCOCC3)c2)CC1	0	0	0.4	-13	1	-1	10	4	3
C[N+]1(CCCCCCC(=O)/C=N/O)CCCCCC1	-31	2	1.1	-19	2	-1	5	4	0
O=C(CSc1nc(O)c(C2CCCCC2)c(=O)[nH]1)Nc1ccccc1Cl	4	7	-0.1	-1	-1	2	9	1	0
COC(=O)c1ccc(CNC(=O)C2CCC(=O)N(CCCc3ccccc3)C2)cc1 (stereo not given)	-4	3	1.6	3	0	8	0	0	1
O=C(COC(=O)Cc1ccccc1F)NCCc1ccccc1	-6	2	nt	-2	nt	-3	0	-5	-1
CN(C)S(=O)(=O)c1ccc2c(c1)nc(CCC(=O)NCC1CCCCC1)n2C	-7	0	-0.9	-7	0	3	-2	-3	15
COC(=O)c1ccc(CSc2ncnc3sc(C)c(C)c23)o1	20	6	-0.8	11	1	0	5	8	3
COc1ccc(C(=O)Nc2ccccc2C(=O)O)cc1Cl	-7	-2	-1.3	2	-1	-4	-5	-3	7
CC(C)(C)NC(=O)C(c1ccccn1)N(C(=O)C1CSC(=O)C1)c1ccc(F)cc1 (stereo not given)	-4	2	-1.0	-2	-2	0	8	3	4
Cc1ccc(N2CC(C(=O)NCc3n[nH]c(=O)c4ccccc34)CC2=O)cc1 (stereo not given)	-3	-6	-1.4	0	2	-5	3	5	5
(continued)
SMILES	MCL1-BIM inh	pPAFAH FP inh	MEX-5 binding	BCLXL inh	Fam108B counter	PME-1 primary	PAFAH1B2 FP inh	GLD-1 RNA inh	AHR act
Nn1c(Cc2ccccc2F)nnc1SCC(=O)Nc1cccc(S(=O)(=O)NC2=NCCCCC2)c1	6	8	0.1	-1	6	3	1	-5	2
COC(=O)c1nc2ccccn2c1F	-1	-5	3.9	0	-4	-3	1	-7	-1
Cc1cc(-c2c(C)[nH]n(-c3ccccc3)c2=O)n[nH]1	11	3	-5.1	3	3	8	2	1	11
CSc1ncc(C(=O)O)n1-c1ccc(F)cc1	3	-4	-1.4	7	3	0	4	-3	1
CCOC(=O)C1CC=C(Cl)CC1C(=O)Nc1nccs1 (stereo not given)	-5	8	-2.3	-2	1	2	2	-4	-3
CC1CCc2[nH]c3ccc(C(=O)N(C)CC(=O)Nc4ccccc4Br)cc3c2C1 (stereo not given)	-5	11	2.2	-5	7	2	18	2	19
CC(C)N1C(=O)N(c2ccc(Cl)cc2)C(C)(O)CC1(C)C (stereo not given)	1	3	1.9	-1	5	-3	-1	9	0
Cc1nnsc1C(=O)N1CCN(c2ccc(F)cc2)CC1	1	0	1.2	2	2	3	3	1	0
Cc1ccc(S(=O)(=O)N2CCCCC2)c(C)c1NS(C)(=O)=O	9	-3	-0.5	1	0	-1	8	-11	4
O=C(NCc1ccc(F)cc1)c1cccs1	8	5	0.6	0	3	0	-3	0	0
Cc1nc(CSc2nsc(C)c2C#N)cs1	-5	2	-0.9	1	3	0	12	2	-9
COc1ccc(C2=NOC(C(=O)NC3CCCCC3)C2)cc1OC (stereo not given)	3	6	0.5	3	-2	2	4	2	2
O=C(NC(Cc1ccccc1)C(=O)O)C1CCN(S(=O)(=O)c2ccccc2C(F)(F)F)CC1 (stereo not given)	-6	-8	-1.4	-1	-1	-4	2	-7	1
C=CCn1c(N)cc(=O)nc1SCC(=O)Nc1ccc(C(=O)OCC)cc1	-4	4	-1.0	-2	-2	0	6	6	1
Cc1ccc(CN2CCN(/N=C\C(Br)=C\c3ccccc3)CC2)cc1	1	-3	1.2	1	-1	4	1	0	2
CCCn1c(C)c(C(=O)OCC)c(O)c(-c2ccccc2)c1=O	0	-6	-0.6	2	-2	-3	nt	4	-1
NS(=O)(=O)c1ccc(CNC(=S)NC(=O)c2ccco2)cc1	nt	0	nt	nt	nt	nt	8	6	1
O=C(Nc1nc(-c2ccccc2)cs1)c1ccc(Br)o1	5	-5	3.5	-4	-9	0	6	3	1
CC(=O)N1CN(C2CC(C)(C)NC(C)(C)C2)Cc2c1sc1c2CCCC1	6	3	0.2	6	-3	-8	-2	0	4
CN1C(=O)OC2(C)CCc3ccccc3C12C (stereo not given)	-4	1	2.8	3	2	-5	3	0	-1
CCOC(=O)c1csc(Nc2nc3ccc(F)cc3s2)n1	2	5	-5.9	-3	2	4	5	-6	31
O=C(CCN1C(=O)/C(=C\c2ccccc2)SC1=S)NNC(=O)c1ccncc1	5	-3	-2.9	3	-2	-8	nt	1	3
Cn1c(=O)c(Sc2ccccc2)c(O)c2ccccc21	4	2	0.2	1	2	-2	8	1	1
CC(=O)N1N=C(c2ccccc2)CC1c1ccccc1[N+](=O)[O-] (stereo not given)	-5	3	4.5	1	-7	-3	3	10	35
O=C(NC1=NCCS1)c1ccc(N2CCCC2=O)cc1	-6	3	-1.3	2	17	-3	3	9	3

The final two compounds of the part before come first, to join the parts:
SMILES	MCL1-BIM inh	pPAFAH FP inh	MEX-5 binding	BCLXL inh	Fam108B counter	PME-1 primary	PAFAH1B2 FP inh	GLD-1 RNA inh	AHR act
CC(=O)N1N=C(c2ccccc2)CC1c1ccccc1[N+](=O)[O-] (stereo not given)	-5	3	4.5	1	-7	-3	3	10	35
O=C(NC1=NCCS1)c1ccc(N2CCCC2=O)cc1	-6	3	-1.3	2	17	-3	3	9	3
O=C1NCN(c2ccccc2)C12CCN(c1nnnn1-c1ccccc1)CC2	9	3	1.0	4	4	2	-1	6	4
O=C(CC1CCCC1)NNC(=O)c1ccc(Br)cc1	2	8	nt	2	nt	1	9	0	-1
CC(C)(C)[C@@H]1COC(=O)[C@H](Cc2ccc(F)cc2)CC/C=C\C[C@@H](CC(=O)N(CCO)Cc2ccccc2)C(=O)N1	nt	3	nt	nt	nt	nt	17	6	0
Cc1ccccc1OCC(=O)N(Cc1nc(-c2ccccc2)no1)C(C)C	-2	2	0.8	1	4	2	0	4	-1
COCCNC(=O)c1ccc(CS(=O)(=O)c2ccc(OC)cc2)o1	-2	0	1.3	0	0	-3	2	4	0
CCOC(=O)Cn1c(-c2cccnc2Cl)nc2cc(Cl)c(Cl)cc21	14	6	-2.5	20	-2	5	1	15	0
CCOc1ccc(NC(=O)[C@H](Cc2ccccc2)NC(=O)C2CCNCC2)cc1	10	4	0.5	6	3	2	-3	5	0
Cc1cccc(C)c1NC(=S)Nc1ccc(F)cc1	6	3	0.0	3	-2	3	-1	-3	4
O=C(Nc1nnc(-c2ccncc2)o1)c1ccccc1F	1	3	-1.3	3	5	-5	3	6	4
CN(c1ccccc1)S(=O)(=O)c1ccc(C(=O)NCCc2ccc(F)cc2)cc1	-12	-1	-0.3	0	0	-7	22	8	1
O=C(CN1C(=O)CSc2ccc(S(=O)(=O)N3CCCCC3)cc21)NCc1ccccc1	-2	-2	-1.5	1	0	7	10	1	2
COc1ccc(N(CC(=O)N2CCN(c3cccc(Cl)c3)CC2)S(=O)(=O)c2c(C)noc2C)cc1	-11	6	0.8	-2	-3	-3	3	3	3
COC(=O)c1ccccc1NC(=O)c1c(O)c2c([nH]c1=O)CCCC2	1	3	-2.4	-3	-6	0	-2	-8	-6
Nc1[nH]c(=O)nc(Nc2ccccc2)c1N=O	-4	0	-1.4	0	4	6	7	2	6
O=C(CN1CCCCC1)N1CCCc2ccccc21	-3	1	2.8	1	1	-5	3	2	0
CCOc1ccc(CN2CCNC(=O)C2CC(=O)NCc2ccccn2)cc1 (stereo not given)	27	2	-2.7	19	1	2	3	13	4
Cc1ccc(Sc2ncccc2C(=O)NCc2cc([N+](=O)[O-])ccc2O)c(C)c1	5	18	2.3	5	-1	-1	0	-2	-1
CCS(=O)(=O)N1CCN(C2CCC(c3ccccc3)CC2)CC1 (stereo not given)	10	0	1.1	5	4	-1	6	2	1
Cc1ccc(CNC(=O)C2CCCN(S(=O)(=O)c3ccc(-n4cnnn4)cc3)C2)cc1 (stereo not given)	3	-1	1.5	0	-11	0	11	-5	-1
CC(C)CN1CCC(=O)N([C@H](CSc2ccc(Br)cc2)c2ccccc2)CC1	7	3	0.9	8	-3	-2	17	-2	5
Cc1cccc(COc2ccc(/C=N/NC(=O)c3nnn(-c4nonc4N)c3C)cc2)c1	-2	0	-1.3	0	0	-6	2	2	1
Cc1cc2oc(=O)cc(COC(=O)Cn3cnnn3)c2cc1C(C)C	2	8	1.2	1	1	3	9	5	2
Cc1ccnc(SCC(=O)c2cccs2)n1	7	1	-0.2	6	-1	0	0	3	0
CCCCCCNC(=O)c1cc(-c2ccco2)nc2ccccc12	25	11	1.5	11	1	0	3	0	9
COc1cc(C)c(-c2cc(C(=O)O)c(C)o2)cc1C(C)C	1	18	-1.3	3	-2	-1	3	-8	2
Cc1ccc(C(=O)CSc2nc3ccc(C(=O)NCCN4CCCCC4)cc3c(=O)[nH]2)cc1	12	1	0.2	7	3	-4	12	-7	26

Screening results as filed in PubChem BioAssay.
